Source: PubChem (several laboratories)
Lmaj promast: Leishmania major promastigote growth inhibition, primary screen | 200,000 tested, 9% active | Leishmania major promastigotes, resazurin fluorescence viability | inhibition, % at 10 µM; in the data active means inhibition above about 50%;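 further: promastigotes grown with compound for 44 hours at 28 °C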
TNAP inh noacc: human TNAP enzyme inhibitors, primary screen, biochemical, luminescent, no phosphate acceptor, uHTS | Alkaline phosphatase, tissue-nonspecific isozyme (Homo sapiens), P05186 | purified TNAP, CDP-star luminescence, 30 min | inhibition, % at 20 µM | 200,000 tested, 0.26% active | AID 1012, 2008;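 active means tissue-nonspecific alkaline phosphatase inhibition above about 50% at 20 µM in the single-dose screen, limit read from the data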;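 further: 0% = DMSO negative control and 100% = EDTA positive control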
S1P3 antag: S1P3 receptor antagonists, primary screen, cell-based; Sphingosine 1-phosphate receptor 3 (Homo sapiens), Q99500; CHO S1P3 NFAT-BLA reporter, FRET fluorescence, antagonist mode; inhibition, % at 4.98 µM; 170,000 tested, 0.27% active; AID 485, 2006;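 active means inhibition above the plate cutoff, the mean inhibition of test wells on that plate plus 3 SD, cut at about 28% in these data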;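 further: cells challenged with S1P at its EC80 of 0.8 µM; blue over green emission ratio from cleaved BLA substrate after 4 h stimulation; 0% = S1P-stimulated wells and 100% = unstimulated DMSO-only wells; some compounds past the cut are filed as inactive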
Target sequence (Q99500 whole entry, looked up): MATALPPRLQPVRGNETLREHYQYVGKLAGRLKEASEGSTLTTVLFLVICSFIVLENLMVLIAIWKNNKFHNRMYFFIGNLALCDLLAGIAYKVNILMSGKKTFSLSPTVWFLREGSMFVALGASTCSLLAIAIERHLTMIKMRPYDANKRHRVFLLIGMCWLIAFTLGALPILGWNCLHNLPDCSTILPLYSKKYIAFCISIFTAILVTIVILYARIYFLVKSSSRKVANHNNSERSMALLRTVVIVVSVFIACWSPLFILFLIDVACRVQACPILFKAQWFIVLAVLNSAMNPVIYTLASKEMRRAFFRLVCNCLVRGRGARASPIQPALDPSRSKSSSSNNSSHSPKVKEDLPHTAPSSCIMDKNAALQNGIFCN
DTT redox prof: compounds producing H2O2 with reducing agent – biochemical, NIH compound library profiling, artefact control for MLSCN library redox annotation, primary screen; DTT-dependent redox cycling H2O2, phenol red/HRP absorbance; 100% = 100 µM peroxide control, 0% = buffer; AID 878, 2007; activation, % at 10 µM; 200,000 tested, 0.03% active;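 active means activation of at least 50% relative to the plate's high and low controls in the primary single-dose screen; inactive means activation below 50%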;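 further: compound incubated with DTT at 0.8 mM final as the reducing agent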
PMI act satM6P: human PMI activators, high substrate, primary screen, biochemical, fluorescence intensity, near-saturating mannose 6-phosphate | coupled PMI enzyme assay, resazurin fluorescence, 20 min; stronger effect = higher value; 1 = untreated enzyme, 0 = substrate-free blank | 190,000 tested, 0.34% active | Mannose-6-phosphate isomerase (Homo sapiens), P34949 | activation factor at 20 µM;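 active means activation factor of 2 or more at 20 µM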
Target sequence (P34949 whole entry, looked up): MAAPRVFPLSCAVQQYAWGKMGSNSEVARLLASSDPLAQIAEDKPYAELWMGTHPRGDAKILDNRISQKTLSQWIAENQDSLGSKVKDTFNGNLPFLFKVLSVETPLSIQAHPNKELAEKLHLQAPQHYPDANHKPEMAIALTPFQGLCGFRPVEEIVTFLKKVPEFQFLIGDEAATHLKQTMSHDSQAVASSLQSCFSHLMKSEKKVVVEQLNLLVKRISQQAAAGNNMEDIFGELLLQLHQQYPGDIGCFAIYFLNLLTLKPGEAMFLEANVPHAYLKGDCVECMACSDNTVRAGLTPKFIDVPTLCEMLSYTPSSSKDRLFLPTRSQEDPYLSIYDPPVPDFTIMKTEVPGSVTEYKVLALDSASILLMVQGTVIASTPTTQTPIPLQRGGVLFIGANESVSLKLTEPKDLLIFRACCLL
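Test system – human PMI in coupled enzyme assay · Timing – 20 min incubation at room temperature · Detection – Diaphorase-driven resazurin-to-resorufin fluorescence, excitation 544, emission 590 nm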
RAM network inh: inhibitors of the yeast RAM network, primary screen, dse1pr::URA3 reporter, 5-FOA selection; AID 868, 2007; 190,000 tested, 1.8% active; S. cerevisiae dse1pr::URA3 reporter, 5-FOA growth OD615, 2 d; analog-sensitive cbk1-as2 kinase mutant strain; inhibition, % at 50 µM;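 active means inhibition above a set limit, 3 SD over mean compound inhibition, cut at about 8.4% in these data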;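 further: 0% = DMSO-only wells with no growth and 100% = 10 µM 1-NA-PP1 full growth; inhibition rescues growth on 5-FOA so higher OD means more RAM inhibition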
Hsp70 act: Hsp70 transcriptional activators, primary screen, cell-based, HeLa, Hsp70 promoter luciferase, luminescence, 10 µM | HeLa Hsp70 promoter luciferase reporter; scaled: vehicle 0, proteasome-inhibitor control 100% | activation, % at 10 µM | 200,000 tested, 0.04% active | AID 1203, 2008;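 active means activation above the mean across all tested compounds plus 3 SD, cutoff set per campaign, cut at about 5.5% in these data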;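 further: 100% = MG132 at 30 µM as the positive control and 0% = DMSO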
PMI activator: activators of human PMI, primary screen, biochemical, fluorescence intensity, near-Km mannose 6-phosphate | purified human PMI, coupled resazurin fluorescence, 20 min; stronger effect = higher value; 1 = vehicle control, 0 substrate-free wells | 190,000 tested, 0.005% active | AID 1214, 2008 | activation factor at 20 µM;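 active means activation factor of 2 or more at 20 µM, relative to plate controls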
TNAP inh hi DEA: human TNAP enzyme inhibitors, primary screen, biochemical, luminescent, high phosphate acceptor level, uHTS; inhibition, % at 20 µM; purified TNAP, CDP-star luminescence, 1 M DEA; 200,000 tested, 0.03% active; Alkaline phosphatase, tissue-nonspecific isozyme (Homo sapiens), P05186;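 active means over 50% inhibition of tissue-nonspecific alkaline phosphatase at 20 µM in the single-dose screen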;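 further: plate controls were DMSO wells for no effect and EDTA-quenched wells as full inhibition for full effect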
HMGR II inh: inhibitors of E. faecalis class II HMGR, primary screen, biochemical, Enterococcus faecalis; purified E. faecalis HMGR, NADPH absorbance 340 nm kinetic; inhibition, % at 10 µM; 190,000 tested, 0.41% active;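 active means inhibition above a set limit, the median over all tested compounds plus 3 SD, cut at about 9.5% in these data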;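 further: enzyme runs in reverse so mevalonate oxidation gives rising NADPH absorbance; 0% = complete reaction with DMSO and 100% = background rate lacking mevalonate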
An asterisk follows results filed as active; · = not tested or not shown.

SMILES	Lmaj promast	TNAP inh noacc	S1P3 antag	DTT redox prof	PMI act satM6P	RAM network inh	Hsp70 act	PMI activator	TNAP inh hi DEA	HMGR II inh
Cc1noc2ncnc(Oc3ccc(C(C)(C)C)cc3)c12	4	-4	-14	-0.8	1	1.1	0.1	1	-1	-4
CCOC(=O)c1sc2ncn(/N=C/c3ccccn3)c(=O)c2c1C	·	-12	10	·	0.9	·	·	1	-6	·
CCCOc1ccc(CSC(CC(=O)O)C(=O)O)cc1 (stereo unspecified)	-12	-4	·	1.0	1	0.8	-0.2	1	0	5
CCCC1(C(=O)OCC)NC(c2ccc(N(C)C)cc2)C2C(=O)N(c3ccc4c(c3)OCCO4)C(=O)C21 (stereo unspecified)	-5	-1	·	0.8	1	-0.1	-0.2	1	-2	-2
CCN(C(=O)CN1CCN(c2ccccc2O)CC1)c1c(N)n(Cc2ccccc2)c(=O)[nH]c1=O	-7	-6	·	-0.4	0.9	0.9	-0.2	0.8	-6	-11
Cn1nc(C(=O)N2CCCC2)c2ccccc2c1=O	1	-13	6	0.7	1	1.4	-0.1	1	-7	4
Cc1cccc(NC(=O)/C=C/c2cccs2)n1	7	-16	·	0.7	1	1.9	-0.1	1.2	-5	2
C=CCSc1nc2ccccc2n1C(=O)/C=C/c1cc(OC)c(OC)c(OC)c1	5	-1	·	-5.3	0.8	6.2	9.7*	0.8	1	-5
O=c1[nH]c(/C(=N\O)c2ccccc2)no1	-4	-2	8	-0.8	0.8	1.4	-0.3	0.8	1	0
O=C(O)C1=C[C@@H](c2csc3ccccc23)C[C@@H](OCc2ccc(CO)cc2)O1	-10	-7	-2	0.0	1	2.3	1.3	1	-2	-7
NCCCC[C@@H]1NC(=O)[C@H](CCC(=O)O)NC(=O)c2cc([N+](=O)[O-])cc(I)c2NCC[C@@H](C(N)=O)NC1=O	14	-1	-1	0.6	1.2	1.4	-0.3	1.3	0	-5
O=C1C2Sc3[nH]c(=O)sc3C(c3ccccc3)C2C(=O)N1c1ccccc1 (stereo unspecified)	-4	-11	·	-2.5	0.7	3.8	-0.2	0.9	-1	4

Some of the entries so far, comma-delimited:
smiles,Lmaj promast,TNAP inh noacc,S1P3 antag,DTT redox prof,PMI act satM6P,RAM network inh,Hsp70 act,PMI activator,TNAP inh hi DEA,HMGR II inh
CCCC1(C(=O)OCC)NC(c2ccc(N(C)C)cc2)C2C(=O)N(c3ccc4c(c3)OCCO4)C(=O)C21 (stereo unspecified),-5,-1,·,0.8,1,-0.1,-0.2,1,-2,-2
CCN(C(=O)CN1CCN(c2ccccc2O)CC1)c1c(N)n(Cc2ccccc2)c(=O)[nH]c1=O,-7,-6,·,-0.4,0.9,0.9,-0.2,0.8,-6,-11

Remaining list, next part.
SMILES	Lmaj promast	TNAP inh noacc	S1P3 antag	DTT redox prof	PMI act satM6P	RAM network inh	Hsp70 act	PMI activator	TNAP inh hi DEA	HMGR II inh
O=C1Nc2ccccc2/C1=C\c1cccn1-c1ccc(OC(F)(F)F)cc1	12	10	·	2.1	0.8	7.3	-0.3	0.8	6	-3
CCOC(=O)c1cc(OCC(=O)NC(C)C(C)C)cc(C(=O)OCC)c1 (stereo unspecified)	-10	-5	5	-1.3	0.9	2.8	-0.4	1	2	-6
O=C(Nc1nnc(C2CC2)s1)c1ccc(Cl)c(S(=O)(=O)N2CCc3ccccc3C2)c1	-5	-6	-14	-0.2	0.9	4.6	-0.1	0.9	-2	-1
Cc1onc(C(=O)NN)c1C(=O)N1CCN(C(c2ccccc2)c2ccccc2)CC1	-5	-20	-10	-0.6	0.9	0.1	-0.2	0.9	-2	0
O=C(c1nnc(Cc2ccc(Cl)cc2)o1)N1CCOCC1	-2	-1	2	0.7	1.1	1.1	-0.1	1.1	-5	4
CN(C)/C=C1/NC(=S)NC1=O	-3	-8	-9	-1.8	1	-0.4	6.1*	0.9	-2	3
COc1ccc(C(=O)NNC(=O)CCn2nnc(-c3ccc(Cl)cc3)n2)cc1OC	-5	-59	-10	-0.6	1	1.6	-0.1	1	-6	6
CCCN(Cc1cc2ccc(C)cc2[nH]c1=O)C(=O)c1cccnc1	-2	-11	-24	-3.7	1	2.0	0.1	0.9	-3	3
CCc1cccc(OCCCCNCCCOC)c1	99*	-2	-3	0.3	1.1	1.3	-0.2	1	-1	-4
Cc1cc(NC(=O)CSc2ncnc3sccc23)no1	-5	-4	-8	-1.2	0.9	5.6	-0.2	0.9	-4	-1
CCn1c(C)c(C(C)=O)c(N2CCC(C(N)=O)CC2)nc1=S	5	-8	19	2.5	1	1.6	-0.4	1	0	3
CCN1C(=O)C(CC(=O)Nc2ccc(F)cc2)N(CCc2ccc(OC)cc2)C1=S (stereo unspecified)	7	-2	11	-1.0	·	3.5	-0.5	·	1	2
O=C(Nc1ccc(F)cc1)Nc1ccccc1NS(=O)(=O)c1cccs1	-9	-14	-17	0.2	1.1	3.3	-0.5	0.9	-7	-1
CC1(C(=O)NC2CCCCCCC2)CCC(=O)N1CCN1CCOCC1 (stereo unspecified)	-3	-10	-21	0.1	1.1	0.6	-0.1	1.1	-5	-3
CCCCNC(=O)CSc1nc2cc3c(cc2c(=O)n1CCCN(CC)CC)OCO3	-2	-16	·	-0.3	0.9	0.9	-0.4	0.9	-4	-1
Cc1ccc(S(=O)(=O)Nc2ccccc2CNc2ncc(Br)cc2Br)cc1	100*	-9	-2	-0.6	0.9	4.1	0.0	0.9	-8	-6
O=C1c2ccccc2C(O)N1Cc1ccc2c(c1)OCO2 (stereo unspecified)	-5	2	-32	-0.8	1	-1.0	-0.3	1	-10	-5
CC1CCN(S(=O)(=O)c2ccc(NC(=O)Cc3cccs3)cc2)CC1	89*	-4	·	0.2	0.9	9.1*	-0.2	0.8	-3	-6
Cc1c(NC(=O)/C(C#N)=C/c2c(Oc3ccccc3)nc3ccccn3c2=O)c(=O)n(-c2ccccc2)n1C	-1	-12	-15	0.6	1	1.1	-0.3	1.1	-1	3
O=c1nc2c(O)cccn2c2c1c(=O)[nH]c1ccccc12	1	-8	-1	0.2	0.7	3.5	-0.5	1	10	-2
Cc1nnc(SCC2=C(C(=O)O)N3C(=O)C(NC(=O)Cn4nc(C(F)F)c(Cl)c4C)C3SC2)s1 (stereo unspecified)	7	-4	-35	-0.5	1	2.0	-0.4	1	0	-2
CN(C)CCCN(C(=O)CCSc1ccccc1)c1nc2cc3c(cc2s1)OCO3	36	-8	4	-1.0	0.9	4.0	0.5	0.9	0	-8
COC(=O)c1cn(CC(=O)NCc2cccs2)c2ccccc12	1	-5	8	4.8	1	1.1	0.0	1	5	0
COc1cc(/C=N/N=C(N)N)ccc1OCc1ccccc1Cl	101*	-7	11	-1.3	1.1	0.6	-0.3	1	-5	-1

Arranged by value in S1P3 antag (low to high): five of the compounds above
SMILES	TNAP inh noacc	S1P3 antag	DTT redox prof	PMI act satM6P	RAM network inh	Hsp70 act	PMI activator	TNAP inh hi DEA	HMGR II inh
Cc1c(NC(=O)/C(C#N)=C/c2c(Oc3ccccc3)nc3ccccn3c2=O)c(=O)n(-c2ccccc2)n1C	-12	-15	0.6	1	1.1	-0.3	1.1	-1	3
CN(C)/C=C1/NC(=S)NC1=O	-8	-9	-1.8	1	-0.4	6.1*	0.9	-2	3
NCCCC[C@@H]1NC(=O)[C@H](CCC(=O)O)NC(=O)c2cc([N+](=O)[O-])cc(I)c2NCC[C@@H](C(N)=O)NC1=O	-1	-1	0.6	1.2	1.4	-0.3	1.3	0	-5
CN(C)CCCN(C(=O)CCSc1ccccc1)c1nc2cc3c(cc2s1)OCO3	-8	4	-1.0	0.9	4.0	0.5	0.9	0	-8
CCOC(=O)c1sc2ncn(/N=C/c3ccccn3)c(=O)c2c1C	-12	10	·	0.9	·	·	1	-6	·

Later entries.
SMILES	Lmaj promast	TNAP inh noacc	S1P3 antag	DTT redox prof	PMI act satM6P	RAM network inh	Hsp70 act	PMI activator	TNAP inh hi DEA	HMGR II inh
Cc1cccc(C)c1N1CCN(c2nc(N(C)C)oc(=O)c2C#N)CC1	-7	-4	·	2.5	1	2.6	-0.1	1	1	-6
C=CCNC(=O)c1cc2nc(C3CC3)cc(C(F)F)n2n1	1	-22	·	0.4	1.1	0.7	-0.2	1	-5	-8
Cc1ccc(C(=O)CSC2=C(C#N)C(c3ccco3)CC(=O)N2)c(C)c1 (stereo unspecified)	39	-12	-4	1.7	0.9	4.3	0.0	1	-3	1
CC1CCN(c2nc(NCc3ccco3)nc(N)c2[N+](=O)[O-])CC1	10	-1	2	-0.4	0.9	1.2	-0.2	1.1	-7	-7
O=C(O)CC/C(=C\c1ccc(N2CCOCC2)c([N+](=O)[O-])c1)c1nc2ccccc2s1	-10	9	-7	-2.7	0.9	2.5	-0.1	1	5	-2
Cn1c(Cn2c(=O)sc3ccccc32)nnc1SCc1ccc(F)cc1	-3	-8	-12	0.4	1	3.0	-0.2	1	-2	-7
O=C(NCC1CCCO1)c1ccc2c(=O)n(-c3ccc(F)cc3)c(=S)[nH]c2c1 (stereo unspecified)	-8	-8	-10	14	1.1	2.9	0.2	1.1	-5	-4
CCCn1c(SCC(=O)N2CCc3ccccc3C2)nc2c1c(=O)n(C)c(=O)n2C	22	-8	-10	2.6	1	0.7	-0.1	1	1	-6
Oc1ccccc1C1=NCCNC(C(F)(F)C(F)F)=C1	0	-7	-3	3.3	1	2.0	-0.4	0.9	-1	-1
Cc1ccc(S(=O)(=O)N2CCOCC2)cc1C(=O)Nc1c(C)n(C)n(-c2ccccc2)c1=O	-3	-12	-24	-4.1	1.1	0.1	0.2	1.1	-8	-4
Cc1nc2c(ccc3nc(NC(=O)c4ccc5c(c4)OCCO5)sc32)s1	63*	-8	28	-0.1	1	3.2	-0.2	0.9	2	2
O=C(/C=C/c1ccccc1)Nc1nnc(-c2ccco2)o1	65*	-16	-16	8.6	1	0.6	-0.2	0.9	0	1
Nc1c2c(nc3sc4c(c13)CCCCC4)CCCCC2	63*	-12	14	-0.5	1	2.7	-0.2	1	-9	-6
O=C(CCCCn1c(=O)c2ccccc2n(Cc2ccc(F)cc2)c1=O)NCc1ccco1	25	-8	-13	-2.6	1.1	3.6	-0.5	1	0	0
COc1ccc(NC(=O)Nc2cc3oc4ccccc4c3cc2OC)cc1	2	-13	·	-3.0	1	1.9	-0.2	1	-3	-3

Hits appear at their usual frequency; about 12% have a hit in one of these screens.
